From PubChem BioAssay
Mdm2-MdmX inh: inhibitors of human Mdm2/MdmX interaction; 330,000 tested, 3% active; O15151+Q00987; inhibition, % at 8 µM; SaOS-2 split-luciferase Mdm2/MdmX complementation, luminescence;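 active = inhibition of at least 50% at 8 µM in the primary screen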
Target sequence (O15151 whole entry, looked up): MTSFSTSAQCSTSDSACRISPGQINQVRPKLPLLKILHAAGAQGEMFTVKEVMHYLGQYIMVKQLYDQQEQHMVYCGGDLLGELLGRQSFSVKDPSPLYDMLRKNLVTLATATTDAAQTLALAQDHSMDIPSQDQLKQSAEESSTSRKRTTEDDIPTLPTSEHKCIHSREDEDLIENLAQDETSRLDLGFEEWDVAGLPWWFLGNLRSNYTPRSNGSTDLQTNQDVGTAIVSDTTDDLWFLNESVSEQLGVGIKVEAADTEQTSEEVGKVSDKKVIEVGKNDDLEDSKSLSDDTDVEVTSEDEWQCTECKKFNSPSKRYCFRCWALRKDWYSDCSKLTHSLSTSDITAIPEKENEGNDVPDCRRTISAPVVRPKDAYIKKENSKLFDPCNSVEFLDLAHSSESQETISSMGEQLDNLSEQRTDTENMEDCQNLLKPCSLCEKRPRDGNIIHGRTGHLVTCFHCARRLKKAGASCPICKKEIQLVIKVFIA
Target sequence (Q00987 whole entry, looked up): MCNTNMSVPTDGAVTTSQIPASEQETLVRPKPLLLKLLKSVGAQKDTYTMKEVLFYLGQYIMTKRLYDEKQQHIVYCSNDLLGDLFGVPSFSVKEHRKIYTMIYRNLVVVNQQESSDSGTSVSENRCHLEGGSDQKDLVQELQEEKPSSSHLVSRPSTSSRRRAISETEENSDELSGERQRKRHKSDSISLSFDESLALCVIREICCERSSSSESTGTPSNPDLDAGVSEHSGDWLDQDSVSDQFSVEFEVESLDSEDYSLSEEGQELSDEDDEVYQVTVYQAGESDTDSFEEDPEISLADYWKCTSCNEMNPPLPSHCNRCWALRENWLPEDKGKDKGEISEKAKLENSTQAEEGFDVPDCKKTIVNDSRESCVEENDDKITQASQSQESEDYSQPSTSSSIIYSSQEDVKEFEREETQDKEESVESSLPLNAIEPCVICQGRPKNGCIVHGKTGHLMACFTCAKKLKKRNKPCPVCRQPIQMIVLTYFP
CXCR6 block: CXCR6 (human) receptor inhibition; O00574; CHO-K1 PathHunter CXCR6 beta-arrestin, luminescence; inhibition, % at 20 µM; 360,000 tested, 0.36% active; AID 602244; in the data active = inhibition above about 34%, passing the limit was not always enough;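 also: antagonist mode with CXCL16 agonist at 10 nM final; 0% = 10 nM CXCL16 with DMSO and 100% = unstimulated wells without agonist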
CCR6 antag: blocks CCL20-driven beta-arrestin recruitment at human CCR6; CHO-K1 CCR6 PathHunter beta-arrestin, luminescence, CCL20-stimulated; inhibition, % at 20 µM; 340,000 tested, 0.49% active; AID 493098;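 active = compounds whose inhibition of the agonist-driven luminescence signal at 20 µM reaches about 50%, limit read from the data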;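 also: cells stimulated with CCL20 at 14 nM final; plate controls were DMSO with CCL20 for no effect and DMSO without agonist for full effect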
EBI2 antag: blocks human EBI2 receptor beta-arrestin signaling; P32249; EBI2 beta-arrestin recruitment, luminescence, 7a,25-OHC stimulated; inhibition, % at 5 µM; 360,000 tested, 0.81% active; in the data active = inhibition above about 38%;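 also: enzyme fragment complementation signal reports receptor beta-arrestin coupling in cells; 0% = agonist plus DMSO wells and 100% = wells without agonist; some results beyond the cut were filed as inactive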
tim23-1 inh: tim23-1 yeast growth inhibition | S. cerevisiae tim23-1 growth, BacTiter-Glo luminescence, 24 h | 330,000 tested, 1.3% active | inhibition, % at 20 µM;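 active = growth inhibition of the mutant yeast at or above 50%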;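 also: temperature-sensitive mutant grown at 25 °C; plate controls were DMSO-treated mutant yeast for no effect and medium wells lacking yeast for full effect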
APJ antagonist: blocks the human apelin receptor APJ; P35414; CHO-K1 APJ beta-arrestin complementation, luminescence; inhibition, % at 20 µM; 330,000 tested, 0.32% active; AID 2521;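 active = inhibition above about 40% at 20 µM, limit read from the data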;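 also: cells challenged with 10 nM apelin-13 agonist together with compound; plate controls were apelin-13 plus DMSO wells for no effect and DMSO wells lacking apelin-13 for full effect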
XBP1 UPR activ: adaptive UPR (XBP1) activation | CHO-XBP1 luciferase reporter, IRE1-XBP1 UPR activation, luminescence; percent of tunicamycin response, DMSO as zero | activation, % at 20 µM | 330,000 tested, 0.33% active | AID 463104;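 active = versus positive control, 20 µM dose yields 30% or more activation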;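 also: 100% = tunicamycin at 10 µg/mL and 0% = DMSO only wells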
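incubation = overnight seeding at 37 °C, 6 h compound treatment at 37 °C | assay system = CHO-XBP1 cells stably carrying IRE1-XBP1-driven luciferase reporter | input = 1000 cells per well | detection = luciferase luminescence | dosing = single point, 20 µM final compound, 1% DMSO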
CHOP UPR activ: activators of apoptotic arm of unfolded protein response (CHOP); AID 449763; activation, % at 10 µM; CHO-CHOP luciferase reporter, UPR activation, luminescence; percent of tunicamycin response over DMSO baseline; 330,000 tested, 0.34% active;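 active = at 10 µM dose, activation of 40% or more, normalized to positive control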;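 also: 100% = tunicamycin at 10 µg/mL and 0% = DMSO alone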
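Evaluation: % reporter activation, DMSO baseline versus tunicamycin full activation; System: CHO-CHOP luciferase reporter cell line; Input: 500 cells/well; Incubation: 6 h compound treatment, 37 °C; Measured by: Steady-Glo luciferase luminescence; Dosing: one dose, 10 µM in 0.5% DMSO; Buffer or medium: F12 medium, 10% FBS; Benchmarks: positive tunicamycin 10 µg/mL, negative DMSO alone.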
APJ ag: agonists of human APJ apelin receptor; activation, % at 20 µM; CHO-K1 APJ PathHunter beta-arrestin, luminescence; 0% DMSO wells, 100% apelin; P35414; 330,000 tested, 0.11% active; AID 2520;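 active = activation more than six SD over the plate average, tested at 20 µM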;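 also: 0% = DMSO alone and 100% = apelin-13 at 10 nM; some results filed as inactive read as strong as hits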
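Incubation: overnight seeding, 90 min compound at 25 °C, 1 h detection; test system: PathHunter CHO-K1 APJ (AGTRL-1) beta-arrestin reporter cells; amount: 1000 cells/well; doses: one dose, 20 µM compound, 1% DMSO; measured by: beta-gal luminescence; measure: agonist-driven arrestin binding to APJ; benchmarks: negative DMSO alone, positive Apelin-13 at 10 nM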
An asterisk follows results filed as active.

The line under a structure holds: Mdm2-MdmX inh	CXCR6 block	CCR6 antag	EBI2 antag	tim23-1 inh	APJ antagonist	XBP1 UPR activ	CHOP UPR activ	APJ ag
- C=CCOc1ccc(/C=C/C(=O)OCC(=O)NC(C)c2ccc(F)cc2)cc1 (configuration not stated)
→ 12.7	5.7	9.8	29.1	2.8	17.7	-2.9	0.4	-6.0
- CCOc1cc(C(=S)N2CCC(O)CC2)ccc1OS(=O)(=O)c1ccc(Br)cc1
→ 9.7	-3.8	8.0	9.2	19.0	4.5	-2.8	-0.2	-4.7
- CCC1Oc2ccccc2N(CC(=O)NCC2CCCO2)C1=O (configuration not stated)
→ 2.7	2.8	3.5	-3.5	18.8	8.3	-3.3	1.2	1.4
- O=C(NCCOc1ccccc1)C1CCCN1C(=O)c1cccs1 (configuration not stated)
→ -15.1	1.6	11.7	-2.9	4.0	14.3	-1.0	1.3	-3.5
- CCOc1ccc(-c2[nH]nc3c2C(c2ccc(O)cc2)C(C#N)=C(N)O3)cc1 (configuration not stated)
→ 0.8	4.3	21.1	-5.7	7.0	10.0	1.7	-0.2	0.6
- Cn1c(NC(=O)c2ccc(F)cc2)c(-c2ccccn2)c(=O)c2ccccc21
→ -13.6	-5.3	-13.9	-8.6	22.3	-27.8	-0.8	1.3	2.1
- CN1C(C(=O)Nc2ccccn2)=C(O)c2sc(Cl)cc2S1(=O)=O
→ -3.9	3.9	-1.6	1.6	13.8	-1.5	-4.1	0.9	-2.2
- CCc1nccn1S(=O)(=O)c1cc(C)c(OC)cc1C
→ -0.4	1.4	-16.3	-13.3	-3.2	1.5	1.1	-0.3	-5.0
- Cc1cc(C(F)(F)F)nc(NCc2cccnc2)n1
→ 2.8	-1.0	-7.2	-8.8	1.9	5.8	-1.2	-1.6	-1.7
- COc1ncnc2c1N[C@@](C)(O)c1c(F)c(F)c(F)c(F)c1S2
→ 23.3	8.4	-4.5	-5.2	14.1	-4.2	0.2	0.5	-1.9
- CCC1(CC)N([O-])C(C)=C(c2ccccc2)[N+]1=O
→ -7.8	-11.5	-22.5	-6.8	-5.2	-41.2	-1.3	-0.9	10.8
- CCC1C2CN(C(C)=O)CC=C2C(C#N)=C(N)C1(C#N)C#N (configuration not stated)
→ 19.9	-2.5	8.5	-2.6	10.3	4.1	-2.3	0.2	1.0
- CC1CCN(C(=O)Cn2nc(C(F)(F)F)c3c2CCCC3)CC1
→ -27.0	2.1	11.3	6.2	29.3	0.0	-2.8	2.2	-5.2
- COCC(=O)N1CCC(Oc2ccc(C(=O)N3CCCCCCC3)cc2)CC1
→ 14.9	1.9	-4.3	8.8	8.7	11.6	-4.0	-0.2	-5.6
- O=S(=O)(NCCC1=CCCCC1)c1ccc(Br)cc1
→ 1.7	-7.8	4.5	2.6	44.5	-13.0	1.9	1.9	-4.7
- Cc1ccc2c(=O)cc(C(F)F)oc2c1
→ 1.0	-1.9	-9.4	-0.1	-0.6	-8.0	0.0	0.7	-1.1
- O=CN1CCN(C(=O)c2ccc(Br)o2)CC1
→ 4.7	2.9	12.8	-10.5	-3.8	14.8	-2.4	1.2	-2.6
- CCOC(=O)C1CCCN(Cc2ccc(OC)c(OCc3ccccc3)c2)C1 (configuration not stated)
→ 13.1	-1.8	24.4	-3.3	-5.3	3.4	-5.1	-1.2	-1.5
- COC(=O)c1ccc(Cc2ccc(C(=O)OC)o2)o1
→ 9.3	2.2	-8.0	-7.0	13.6	-4.6	-0.1	-1.5	-1.9
- CC(C)NCC(O)COCCOc1ccc(Br)cc1 (configuration not stated)
→ 9.8	0.9	-2.5	-4.5	11.0	-8.4	0.4	-0.2	0.9
- Cc1cc(NC(=O)CSc2nc(-c3ccco3)cc(C(F)(F)F)n2)n(-c2ccccc2)n1
→ 54.0*	1.6	-1.9	2.9	13.0	0.3	7.8	-0.9	-5.0
- CN(c1ccc(C(=O)NCCc2ccccc2)cc1)S(C)(=O)=O
→ -33.3	-2.4	0.7	-8.1	-12.0	9.7	-4.4	-1.9	-4.4
- Cc1cccc(NC(=O)CC2SC(=NC3CCCCC3)NC2=O)c1 (configuration not stated)
→ 23.2	2.8	-10.0	-6.0	7.8	15.4	-4.6	2.4	0.0
- CC12CCC(C(=O)N(NC(=O)c3ccccc3Cl)C1=O)C2(C)C (configuration not stated)
→ 12.6	-3.9	6.7	-18.1	2.1	-8.5	2.2	-1.1	4.2
- O=C(c1ccc(Cl)c(S(=O)(=O)N2CCOCC2)c1)N1CCN(c2ccccc2)CC1
→ 6.8	9.7	7.2	3.6	18.1	-0.3	2.6	1.9	-4.5
- O=C(Nc1cccc(NC(=O)c2c(F)cccc2F)n1)c1c(F)cccc1F
→ 7.2	-1.4	2.4	4.0	37.8	-1.8	0.7	-0.7	-1.1
- Cc1ccc(N(C(=O)c2snc(C(N)=O)c2N)C(C(=O)NC2CCCC2)c2ccncc2)cc1 (configuration not stated)
→ 18.2	2.5	15.7	6.0	9.1	1.7	0.9	-0.1	-4.2
- CC(=O)n1cc([C@@H]2C=C(C(=O)O)O[C@H](OCc3ccc(CO)cc3)C2)c2ccccc21
→ 10.7	-2.7	-0.3	-1.5	9.9	-0.4	-0.6	0.5	0.1
- Cc1cc2c(o1)CC(C)(C)CC2=O
→ -7.2	3.3	-5.1	-1.3	13.7	6.5	-3.3	-0.5	-1.5
- O=C(COC(=O)CCCOc1ccc(Cl)cc1Cl)NCc1ccccc1
→ 5.3	6.5	-1.2	-10.1	8.8	-11.6	-0.2	1.1	-0.7

Ordered by molar mass (largest number first): some entries from above.
The line under a structure holds: Mdm2-MdmX inh	CXCR6 block	CCR6 antag	EBI2 antag	tim23-1 inh	APJ antagonist	XBP1 UPR activ	CHOP UPR activ	APJ ag
- O=C(COC(=O)CCCOc1ccc(Cl)cc1Cl)NCc1ccccc1
→ 5.3	6.5	-1.2	-10.1	8.8	-11.6	-0.2	1.1	-0.7
- CC(C)NCC(O)COCCOc1ccc(Br)cc1 (configuration not stated)
→ 9.8	0.9	-2.5	-4.5	11.0	-8.4	0.4	-0.2	0.9
- O=CN1CCN(C(=O)c2ccc(Br)o2)CC1
→ 4.7	2.9	12.8	-10.5	-3.8	14.8	-2.4	1.2	-2.6

Following part:
The line under a structure holds: Mdm2-MdmX inh	CXCR6 block	CCR6 antag	EBI2 antag	tim23-1 inh	APJ antagonist	XBP1 UPR activ	CHOP UPR activ	APJ ag
- COc1ccccc1-n1cnc2c(c1=O)c1nc3ccccc3nc1n2CCc1ccccc1
→ 23.6	2.6	4.3	3.7	13.2	-4.7	-0.6	3.8	-2.2
- C=CCn1c(COc2ccc3c(c2)CCCC3)nnc1SCC(=O)Nc1cccc(SC)c1
→ 10.7	6.7	-15.3	18.7	21.7	-4.5	1.0	-1.0	-6.8
- COc1ccc(C(=O)N2CCOC2CNC(=O)C(=O)NCc2ccc(F)cc2)cc1 (configuration not stated)
→ 23.0	-0.9	-5.7	-13.5	10.4	12.9	-2.4	-0.2	-5.2
- CCn1c(O)c(C=C2N=c3ccccc3=N2)sc1=S
→ -11.2	-0.2	9.1	4.0	9.4	-12.0	3.7	-0.3	1.5
- CCOC(=O)CNc1ccc2c(c1)OCO2
→ -18.3	-1.9	5.6	-5.8	5.3	-23.8	1.3	-1.3	6.8
- CCc1nc(SCC(=O)Nc2nnc(CC)s2)c2c(C)c(C)sc2n1
→ -8.8	-0.9	-1.3	-15.9	0.0	-7.9	1.2	-0.8	2.5
- CCOc1ccccc1CN1CCN(Cc2ccc(C)o2)C(CCO)C1 (configuration not stated)
→ -11.3	-4.6	8.4	3.2	7.1	-2.7	-2.1	-1.4	-2.9
- O=C(NCc1ccco1)c1cc(-c2cccs2)nc2ccccc12
→ 11.6	2.8	-5.2	-7.3	44.7	2.6	-3.8	-3.3	-2.0
- C[C@]12C=CC(=O)C=C1CC[C@@H]1[C@@H]2[C@@H](O)C[C@@]2(C)[C@H]1CC[C@]2(O)C(=O)COC(=O)CCC(=O)NCCc1ccc(O)cc1
→ -0.3	-12.4	-10.7	6.5	17.1	-3.7	-2.7	0.2	-4.2
- CCC(NC(=O)c1ccncc1)c1ccccc1 (configuration not stated)
→ 0.3	1.4	4.9	-6.0	13.3	5.6	-2.5	-1.2	-2.7
- COCCOC(=O)C1=C(C)NC(=O)NC1c1c(F)cccc1Cl (configuration not stated)
→ 28.3	-8.6	-5.9	-2.4	8.4	39.8	3.4	1.1	-1.1
- COc1ccc(NC(=O)COC(=O)Cc2c[nH]c3ccccc23)cc1OC
→ -7.4	5.2	2.0	-4.1	15.3	3.4	-2.3	-1.7	0.1
- O=C(COC(=O)/C=C/c1ccc(F)cc1)NCc1cccs1
→ -7.5	2.5	4.9	-0.2	6.0	-6.0	-2.1	0.0	0.7
- Cc1cccc(-n2ncc3c(NCCCn4ccnc4)ncnc32)c1
→ -25.0	1.8	-3.3	4.1	-18.4	-11.9	4.6	6.7	-1.5
- COc1ccc(C(=O)NCc2ccon2)cc1OC1CCN(C(C)C)CC1
→ 16.5	2.6	8.4	5.5	7.7	11.0	-1.7	-0.9	-0.9
- Cc1ccccc1-c1nc(CS(=O)(=O)CC(=O)NCc2ccccc2)c(C)o1
→ 7.2	-2.1	0.6	4.8	35.1	13.5	0.1	0.7	-4.0
- COc1ccc2cnn(-c3ccccc3)c(=O)c2c1OC
→ 16.3	-8.5	-0.7	5.3	9.4	0.4	-2.4	5.3	-4.7
- CCOC(=O)CS(=O)(=O)c1ccc2ccccc2c1
→ -11.3	-3.5	5.0	-9.0	23.0	-8.0	-1.6	-0.2	5.0
- O=C(c1ccc(CN2CCc3ccccc3C2)cc1)N1CCCCC1
→ -8.2	2.4	18.6	2.2	3.2	6.9	1.1	-1.1	-3.7
- O=C(NCCNc1ccc([N+](=O)[O-])cc1)c1ccco1
→ 8.4	6.6	7.8	-3.1	-23.0	14.2	-1.6	-0.1	-4.6
- CCOC(=O)Cc1csc(NC(=S)NC(=O)c2ccccc2Br)n1
→ -23.8	2.1	25.9	7.5	36.5	16.3	0.6	3.8	-1.2
- O=C(NC1CCCCC1)c1ccc(S(=O)(=O)NCc2cccnc2)cc1
→ 12.1	-0.2	4.3	-1.5	13.3	6.0	-2.9	-1.9	2.8

3 of the entries above in order of the CXCR6 block value, highest first:
| Compound | CXCR6 block |
| --- | --- |
| COc1ccc(NC(=O)COC(=O)Cc2c[nH]c3ccccc23)cc1OC | 5.2 |
| Cc1ccccc1-c1nc(CS(=O)(=O)CC(=O)NCc2ccccc2)c(C)o1 | -2.1 |
| COc1ccc2cnn(-c3ccccc3)c(=O)c2c1OC | -8.5 |

Entries listed above marked active in Mdm2-MdmX inh:
Structure	Mdm2-MdmX inh	CXCR6 block	CCR6 antag	EBI2 antag	APJ antagonist
Cc1cc(NC(=O)CSc2nc(-c3ccco3)cc(C(F)(F)F)n2)n(-c2ccccc2)n1	54.0*	1.6	-1.9	2.9	0.3

Some of the compounds tested (hit frequency here may not be typical).
